High-throughput results deposited in PubChem by National Center for Advancing Translational Sciences (NCATS).
DT40 TDP1 CPT: qHTS for Inhibitors of human tyrosyl-DNA phosphodiesterase 1 (TDP1): qHTS in cells in presence of CPT. chicken DT40 Tdp1-/-;hTDP1 cells + 20 nM CPT, ATP luminescence, 48 h. Potency, µM (titrated, usually from 46.2 µM), without a hit: at the highest dose activity change, negative = growth inhibition, hits mostly inhibitors. 12% of 420,000 active. AID 686979, 2013; note: nearly all actives have a fitted effect of over 55% in size
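Chicken DT40 Tdp1-/- cells complemented with human TDP1, 400 cells/well, exposed to compounds plus 20 nM camptothecin for at least 48 h at 37 C; viability read as ATP content by CellTiter-Glo luminescence.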
KAT2A inh: qHTS Assay for Inhibitors of GCN5L2; Potency, µM (doses to about 58.9 µM), for inactives: at the highest dose activity change, negative = inhibition, hits mostly inhibitors; GCN5L2 HAT assay, ThioGlo1 CoA-SH fluorescence; 0.21% of 390,000 active
Target sequence (Q92830 whole entry, looked up): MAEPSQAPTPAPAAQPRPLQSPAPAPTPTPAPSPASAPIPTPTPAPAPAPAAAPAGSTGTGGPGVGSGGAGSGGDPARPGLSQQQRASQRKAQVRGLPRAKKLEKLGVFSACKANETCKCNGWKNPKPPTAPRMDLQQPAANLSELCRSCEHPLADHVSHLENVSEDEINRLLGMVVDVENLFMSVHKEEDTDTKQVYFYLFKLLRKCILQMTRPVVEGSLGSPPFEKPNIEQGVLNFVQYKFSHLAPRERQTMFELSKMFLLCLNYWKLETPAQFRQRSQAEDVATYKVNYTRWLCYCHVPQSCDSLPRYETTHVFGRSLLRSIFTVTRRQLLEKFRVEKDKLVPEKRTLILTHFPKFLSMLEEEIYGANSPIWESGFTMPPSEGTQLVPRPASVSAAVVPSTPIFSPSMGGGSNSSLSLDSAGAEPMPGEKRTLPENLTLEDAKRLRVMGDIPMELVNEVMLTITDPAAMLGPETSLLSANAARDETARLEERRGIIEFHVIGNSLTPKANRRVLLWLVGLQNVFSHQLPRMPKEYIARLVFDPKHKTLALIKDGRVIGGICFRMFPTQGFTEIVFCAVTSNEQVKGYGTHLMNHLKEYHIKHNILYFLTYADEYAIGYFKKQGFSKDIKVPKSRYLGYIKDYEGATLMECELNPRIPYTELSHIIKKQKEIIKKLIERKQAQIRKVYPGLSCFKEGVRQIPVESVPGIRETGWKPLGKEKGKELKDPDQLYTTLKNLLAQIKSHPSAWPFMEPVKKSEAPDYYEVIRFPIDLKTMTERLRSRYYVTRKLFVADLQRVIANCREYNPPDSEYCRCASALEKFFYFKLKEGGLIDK
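Preincubate 20nM GCN5L2 with compound 15 min, RT → add 50uM ThioGlo1 + 75uM H3(1-25) + 70uM acetyl-CoA → read fluorescence 0 and 20 min. Primary qHTS; fluorescent artifacts likely.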
TDP1 cell noCPT: qHTS for Inhibitors of human tyrosyl-DNA phosphodiesterase 1 (TDP1): qHTS in cells in absence of CPT; 15% of 420,000 active; AID 686978, 2013; Potency, µM (titrated, usually from 46.2 µM), without a hit: at the top dose activity change, negative = growth inhibition, usual class: inhibitors; DT40 Tdp1-/- hTDP1 cells, no CPT, ATP luminescence, 48 h; note: nearly all actives have a fitted effect of over 55% in size
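Readout: luminescence from CellTiter-Glo after 30 min in the dark at RT. Cells: DT40 Tdp1-/- with stable hTDP1, 400/well. Exposure: compounds alone, ≥48 hr, 37 °C.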
Numbers without * were called inactive; ? = inconclusive; nt = no result given; [ ] = another dose, or the depositor's remark. Calls come from the whole dose curve; as a rule, active = well fitted curve in the direction sought with a large enough effect; inconclusive = small, poorly fitted or top-dose-only effect, or another doubt; inactive = no such curve, though single readings can be large; an effect the other way counts as inactive or inconclusive. % is set by controls: 0 for no effect and ±100 for the full control effect; potency is the fitted concentration of half-maximal effect. This is a subset; count on the stated rates, not on these rows.

Results follow in this order: DT40 TDP1 CPT	KAT2A inh	TDP1 cell noCPT
- Cc1ccc(Cn2c(=O)n(CCc3ccc(Cl)cc3)c(=O)c3ccccc32)cc1
    3%	2%	-13%
- CC1CCCCN1C(=O)c1ccc2c(c1)N(Cc1ccc(Cl)cc1)C(=O)c1ccccc1S2=O (centres undefined)
    ?	-8%	?
- COC(=O)NCC(c1cccnc1)N1CCN(c2ccccc2)CC1 (centres undefined)
    3%	0%	-6%
- CCCCc1ccc(S(=O)(=O)N2CCN(C(=O)c3ccco3)CC2)cc1
    ?	-2%	8.2µM*
- Cc1ccc(CCNC(=O)c2ccc(CS(=O)(=O)Cc3ccc(F)cc3)o2)cc1
    -7%	-8%	-25%
- Cc1cc(C)c(CN2CCN(Cc3ccc(C)o3)C(CCO)C2)c(-n2cccn2)c1 (centres undefined)
    ?	2%	23µM*
- C=CCn1c(Cc2cccs2)nnc1SC/C=C/c1ccccc1
    ?	-3%	?
- Cc1c(N=Cc2ccc(Br)s2)cccc1[N+](=O)[O-]
    1%	39%[activator]	-1%
- CCCCc1nn2c(=O)cc(COC(=O)c3cccc(NC(=O)c4cccc(C)c4)c3)nc2s1
    9%	0%	0%
- CCCNC(=O)C1(C)CCCN(Cc2ccc(C#N)cc2)C1 (centres undefined)
    -26%	nt	?
- C=CCC1NS(=O)(=O)OC(CCc2ccccc2)C1O (centres undefined)
    -6%	-2%	-7%
- COCCn1c(C)cc(C(=O)Cn2nc(C(=O)O)c3ccccc3c2=O)c1C
    -17%	-4%	-4%
- CCOc1ccccc1NC(=O)N1CCCC1C(=O)Nc1ccc(-n2cnnn2)c(C)c1 (centres undefined)
    -6%	0%	-3%
- Cc1ccc(Sc2cc(N3CCOCC3)nc(-c3ccccc3)n2)cc1
    ?	-9%	?
- COc1ccc(NC(=O)c2ccc(N3C(=O)C4CC=C(Cl)CC4C3=O)cc2)cc1 (centres undefined)
    -26%	-4%	29µM*
- Cc1cccc(-n2c(Cn3nc(C)c([N+](=O)[O-])c3C)n[nH]c2=S)c1
    7%	-14%	-3%
- CSc1ccc(S(=O)(=O)NCCCOC(C)C)cc1
    7%	-1%	-23%
- CCCCN1C(=O)C(CC(=O)NC(c2ccccc2)c2ccccc2)CC(C(=O)N2CCOCC2)=C1C (centres undefined)
    -8%	nt	?
- Cc1cc(C)n(S(=O)(=O)c2ccc(C)c(C)c2C)n1
    -5%	-25%	-14%
- CC(C)C(=O)N1CCN(C2=NS(=O)(=O)c3ccccc32)CC1
    ?	-10%	?
- COc1ccc(NC(=O)C(c2ccccc2)N(C)C(=O)c2ccc(=O)[nH]c2)cc1 (centres undefined)
    0%	0%	1%
- COc1ccc(NC(=O)CCc2nc3c(C)nn(-c4ccc(C)cc4)c3n(C)c2=O)cc1
    -12%	4%	13%
- Cc1cccc(C)c1NC(=O)C1C(c2ccc3c(c2)OCO3)=Nc2ccccc2N1C(=O)c1cccc2ccccc12 (centres undefined)
    6.5µM*	nt	7.3µM*
- CC(=O)N(O)CCCCCNC(=O)CCC(=O)N(O)CCCCCNC(=O)CCC(=O)N(O)CCCCCNC(=O)CCC(=O)O
    19%	0%	-5%
- CCOC(=O)c1nc(Nc2ccccc2OC)c2ccccc2n1
    12µM*	-3%	2.6µM*
- CC(C)C[C@H]1CN([C@@H](CC(C)C)CN2CCC[C@H]2CN2C(=O)C(=O)NC[C@@H]2Cc2ccc(O)cc2)C(=O)C(=O)N1CCc1ccccc1
    ?	nt	?
- CC(CNC(=O)c1cc(-c2ccccc2)n[nH]1)c1ccccc1 (centres undefined)
    ?	-9%	?
- Cc1cc2oc(C(=O)Nc3ccc(S(N)(=O)=O)cc3)cc(=O)c2cc1C
    2%	-3%	-23%
- Cc1ccccc1N1CN(Cc2ccco2)CNC1=S
    9%	-5%	-16%
- O=C(Nc1ccc(F)cc1)NC1CCCCCCC1
    -28%	?	1%
- COC(=O)/C(=C\Nc1ccccc1)NC(=O)c1ccc(Cl)cc1Cl
    -12%	3%	?
- COc1ccc(OC)c(N/C(N)=N/c2nc(C)cc(C)n2)c1
    ?	-6%	18µM*
- O=S(=O)(Nc1cc(F)ccc1F)c1cccc2nsnc12
    -2%	4%	16%
- CCOC(=O)N1CCc2c(sc3c2c(=O)n(-c2ccc(CC)cc2)c(=O)n3Cc2cc(C)ccc2C)C1
    -7%	1%	-7%
- CC(C)(C)c1ccc(/C=C(\C#N)C(=O)NC2CC2)cc1
    3%	nt	?
- CC1CCCN(C(=O)Cn2c(=O)n(CC3CCC(C(=O)NC(C)C)CC3)c(=O)c3sccc32)C1 (centres undefined)
    -29%	2%	-18%
- CCCCc1nc2ccccc2c(NC(=O)CN2CCN(C)CC2)c1CCC
    -15%	4%	-13%
- Cc1cc(C)cc(NC(=O)Nc2cc(S(=O)(=O)N(C)C)ccc2C)c1
    ?	-8%	?
- Cc1ccc(Cl)cc1NC(=O)Cn1c(=O)n(CCCS(=O)(=O)C2CCCCC2)c(=O)c2ccccc21
    ?	-6%	?
- O=C(NNC(=O)c1cccnc1)c1ccncc1
    -4%	-9%	-14%
- O=C1c2ccccc2C(=O)N1c1ccc(Cc2ccncc2)cc1
    2%	-5%	-25%
- CCOC(=O)N1CCN(Cc2nc3cc(NC(=O)c4ccccc4OC)ccc3n2C(C)C)CC1
    3.7µM*	-5%	2.3µM*
- COc1cc(NC(=O)N2CCC(CN3CCCC3)CC2)cc(OC)c1OC
    18%	-11%	5%
- CCc1ccc(S(=O)(=O)c2nnn3c2nc(NCCc2ccccc2)c2sccc23)cc1
    ?	-12%	?
- CCOC(=O)c1ccc(NC(=O)CSc2nc3c(c(=O)n2C)SC(C)C3)cc1 (centres undefined)
    18µM*	-12%	26µM*
- Cc1cn([C@H]2C[C@H](F)[C@@H](CO)O2)c(=O)[nH]c1=O
    6.7µM*	nt	17µM*
- COc1cc(NC(=O)CCCNC(=O)c2ccc(Cl)cc2)cc(OC)c1
    15%	-17%	-3%
- O=C(NCCCN1CCCC1=O)c1ccc(S(=O)(=O)Nc2cccc(C(F)(F)F)c2)cc1
    ?	-12%	21µM*
- CC(C)N(C(=O)N1CCN(c2ccnc3cc(Cl)ccc23)CC1)C(C)C
    12µM*	-2%	9.2µM*
- Cc1cc(C)c2cccc(N)c2n1
    -5%	2%	-5%
- Cc1ccc(NC(=O)C2CC(=O)n3c(nc4ccccc43)N2)cc1C (centres undefined)
    ?	-8%	-2%
- CC1=C(C(=O)Nc2ccccn2)C(c2ccc(Br)cc2)NC(=S)N1 (centres undefined)
    ?	3%	?
- CCc1ccc(CNC(=O)c2ccc3c(c2)c(C)c(C)n3Cc2ccccc2)cc1
    18µM*	-2%	?
- O=C(N[C@@H]1c2ccccc2CC[C@@H]1OCc1ccccc1)c1ccc(C(F)(F)F)cc1
    -3%	-3%	-23%
- COCCNC(=O)C(=O)NCC1OCCCN1S(=O)(=O)c1cccs1 (centres undefined)
    2%	1%	-1%
- CC1c2cc3c(cc2CCN1S(=O)(=O)c1ccccc1)OCCCO3 (centres undefined)
    ?	-2%	-20%
- CCc1nnc2c(N(C)C)nc3ccccc3n12
    -25%	0%	?
- COC(=O)c1sc(S(=O)(=O)Oc2ccccc2NC(C)=O)c(C(=O)OC)c1C
    -21%	6%	?
- Cc1nn(-c2ccccc2)c(C)c1-c1cc(C(=O)N/N=C/c2ccc(O)cc2)[nH]n1
    26µM*	-2%	?
- CC(C)(C)OC(=O)NCCCC[C@H](NC(=O)c1[nH]cnc1C(=O)N[C@@H](Cc1ccccc1)C(=O)OCc1ccccc1)C(=O)OC(C)(C)C
    ?	-19%	?

Entries above that have a nitro group on carbon:
Results follow in this order: DT40 TDP1 CPT	KAT2A inh	TDP1 cell noCPT
- Cc1c(N=Cc2ccc(Br)s2)cccc1[N+](=O)[O-]
    1%	39%[activator]	-1%
- Cc1cccc(-n2c(Cn3nc(C)c([N+](=O)[O-])c3C)n[nH]c2=S)c1
    7%	-14%	-3%

Continuation.
Results follow in this order: DT40 TDP1 CPT	KAT2A inh	TDP1 cell noCPT
- Nc1ccc2nc(-c3ccccc3)c(-c3ccccc3)nc2c1
    ?	-14%	21µM*
- CC(C)CN(C(=O)CSc1nn(-c2ccc(Cl)cc2)c(=S)s1)C1CCS(=O)(=O)C1 (centres undefined)
    ?	-9%	18µM*
- CN(Cc1cccc(F)c1)C(=O)CN1C(=O)NC2(CCc3ccccc32)C1=O (centres undefined)
    0%	0%	-14%
- CCCCC/C=C\C/C=C\CCCCCCCC(N)=O
    8%[4.12 µM]	2%	-5%[4.12 µM]
- COc1cc(/C=N\NC(=O)C2C(=O)NCC2c2ccccc2)cc(OC)c1O (centres undefined)
    10%	?	-15%
- CCC(=O)Nc1nc2ccccc2n1CCN(C)C
    -13%	0%	-9%
- COc1ccc(NC(=O)C2=C(C)Nc3nc(SCc4ccccc4)nn3C2c2cc(OC)ccc2OC)cc1 (centres undefined)
    ?	0%	?
- CCOc1ccc(CN2CCNC(=O)C2CC(=O)NCCC2=CCCCC2)cc1 (centres undefined)
    -13%	-1%	-25%
- O=c1oc(-c2ccccc2)cc(Cl)c1Cl
    1.6µM*	0%	1.8µM*
- CN(Cc1ccc(F)cc1)C(=O)c1cccc(S(=O)(=O)NCc2ccccc2)c1
    ?	-6%	?
- COc1ccc(OC)c2sc(N3CCCCC3)nc12
    -8%	-5%	-10%
- Cc1ccc(S(=O)(=O)/N=c2\scc(C)n2C)cc1
    6%	-7%	-2%
- CSc1ncc(C(=O)Nc2cc(C)cc(C)c2)c(-c2ccccc2)n1
    -28%	-6%	?
- OC1(c2ccccc2Cl)NN=C2CCCCCN21 (centres undefined)
    20%	-6%	16%
- O=C(Nc1cccc(Cl)c1)c1csc([C@H]2C[C@H](O)[C@@H](CO)O2)n1
    18µM*	nt	?
- C[C@@]12C(=O)N(c3cccc(F)c3)C(=O)N1[C@H](c1ccc(Cl)cc1)[C@@H]1C(=O)N(C3CCCCC3)C(=O)[C@@H]12
    ?	-14%	-23%
- CC(=O)N(CN1C(=O)c2ccccc2C1=O)c1ccccc1
    -7%	2%	-7%
- CCOCC(=O)Nc1ccc(S(=O)(=O)NCC2CCCO2)cc1 (centres undefined)
    1%	-1%	-10%
- O=C(O)c1cscn1
    ?	-1%	5%
- CS(=O)(=O)NC(=O)CCC/C=C\C[C@H]1C(=O)C[C@@H](O)[C@@H]1/C=C/[C@H](O)COc1ccccc1
    -6%	nt	-2%
- COc1ccc(NC(=O)c2ccc(S(=O)(=O)N3CCCCC3)cc2)c(OC)c1
    -20%	-2%	2%
- FC(F)(F)c1nc2nncn2c2c1CCCCC2
    -4%	-8%	0%

In the list so far, these have two or more sulfur atoms.
Results follow in this order: DT40 TDP1 CPT	KAT2A inh	TDP1 cell noCPT
- C=CCn1c(Cc2cccs2)nnc1SC/C=C/c1ccccc1
    ?	-3%	?
- CSc1ccc(S(=O)(=O)NCCCOC(C)C)cc1
    7%	-1%	-23%
- O=S(=O)(Nc1cc(F)ccc1F)c1cccc2nsnc12
    -2%	4%	16%
- CCc1ccc(S(=O)(=O)c2nnn3c2nc(NCCc2ccccc2)c2sccc23)cc1
    ?	-12%	?
- CCOC(=O)c1ccc(NC(=O)CSc2nc3c(c(=O)n2C)SC(C)C3)cc1 (centres undefined)
    18µM*	-12%	26µM*
- COCCNC(=O)C(=O)NCC1OCCCN1S(=O)(=O)c1cccs1 (centres undefined)
    2%	1%	-1%
- COC(=O)c1sc(S(=O)(=O)Oc2ccccc2NC(C)=O)c(C(=O)OC)c1C
    -21%	6%	?
- CC(C)CN(C(=O)CSc1nn(-c2ccc(Cl)cc2)c(=S)s1)C1CCS(=O)(=O)C1 (centres undefined)
    ?	-9%	18µM*
- Cc1ccc(S(=O)(=O)/N=c2\scc(C)n2C)cc1
    6%	-7%	-2%
